Source: PubChem (several laboratories)
BH1578 lux ind – induces V. cholerae light production without autoinducers; V. cholerae BH1578 lux reporter, luminescence, 6 h; activation, % at 18.7 µM; 350,000 tested, 0.16% active; in the data active means activation mostly above about 9.7%, no sharp cut-off; inconclusive means no clear call, values can overlap the other calls; inactive means mostly below about 3.7%; further: not every result past the cut was called active; inactives centre near 0; reference of the scale not given here
Y pestis TopoI – Y. pestis Topo-I inhibition via cleavage products; activity, % at 10 µM; 360,000 tested, 0.064% active; Y. pestis Topo-I cleavage product accumulation, plate reader; in the data active means activity above about 50%, passing the limit was not always enough; inconclusive means no clear call, values can overlap the other calls; further: inactives centre near 2
SSB-PriA inh – K. pneumoniae PriA-SSBct interaction inhibition; AID 1272365; AlphaScreen SSBct-PriA binding, biotinylated peptide; inhibition, % at 33 µM; 430,000 tested, 0.6% active; in the data active means inhibition mostly above about 37%, no sharp cut-off; inactive means mostly below about 20%;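 further: plate controls were negative control peptide for no effect and reference peptide for full effect; strong numbers were not always called active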
Anthrax LF inh2 – anthrax lethal factor protease inhibition | P15917 | multiplex microsphere protease cleavage assay, LF | inhibition, % at 10 µM | 360,000 tested, 0.12% active | AID 588501; in the data active means inhibition above about 30%; inconclusive means no clear call, values can overlap the other calls; further: plate controls were buffer without enzyme for full effect and enzyme alone for no effect
VHR inh abs – DUSP3 (human) phosphatase inhibition; recombinant VHR phosphatase, pNPP absorbance; inhibition, % at 13.3 µM; 290,000 tested, 0.52% active; AID 1654; in the data active means inhibition above about 50%; further: some compounds called inactive have numbers as strong as hits
Target sequence (P51452 whole entry, looked up): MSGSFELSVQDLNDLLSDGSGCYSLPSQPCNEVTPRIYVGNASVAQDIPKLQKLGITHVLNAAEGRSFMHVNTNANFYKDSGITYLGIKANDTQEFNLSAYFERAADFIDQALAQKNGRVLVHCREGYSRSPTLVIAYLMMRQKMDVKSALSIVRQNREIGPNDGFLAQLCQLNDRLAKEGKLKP
MazF activator – activators of E. coli MazEF toxin-antitoxin RNase. FAM/BHQ RNA-DNA oligo cleavage fluorescence, 5 h. 350,000 tested, 0.32% active. P0AE70. activation, % at 20 µM. AID 504720; in the data active means activation above about 50%
Target sequence (P0AE70 whole entry, looked up): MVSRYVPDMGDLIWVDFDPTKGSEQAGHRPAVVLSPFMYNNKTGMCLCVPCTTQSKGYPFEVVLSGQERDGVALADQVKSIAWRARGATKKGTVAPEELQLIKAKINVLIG
Rv3671c inh – Rv3671c (M. tuberculosis) protease inhibition. P9WHR9. inhibition, % at 5.96 µM. 320,000 tested, 0.048% active. AID 2606; in the data active means inhibition above about 38%;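 further: extracellular domain of Rv3671c used as enzyme; 0% = enzyme with DMSO and 100% = no enzyme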
Target sequence (P9WHR9 whole entry, looked up, the tested form may be a part): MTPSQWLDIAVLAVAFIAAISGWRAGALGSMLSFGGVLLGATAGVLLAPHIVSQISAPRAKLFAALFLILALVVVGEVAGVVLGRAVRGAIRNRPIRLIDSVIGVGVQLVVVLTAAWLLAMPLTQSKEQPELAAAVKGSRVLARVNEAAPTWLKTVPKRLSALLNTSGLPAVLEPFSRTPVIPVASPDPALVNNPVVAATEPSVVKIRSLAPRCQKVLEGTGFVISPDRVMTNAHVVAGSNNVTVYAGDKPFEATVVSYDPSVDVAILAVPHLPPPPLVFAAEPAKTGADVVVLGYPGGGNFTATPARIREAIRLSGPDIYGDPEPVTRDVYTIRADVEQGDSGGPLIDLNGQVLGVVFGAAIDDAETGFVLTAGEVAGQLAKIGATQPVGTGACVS
TcdB GH inh – inhibitors of Clostridioides difficile toxin B glycohydrolase; P18177; TcdB glycohydrolase enzymatic assay, plate reader; inhibition, % at 9.99 µM; 350,000 tested, 0.24% active; in the data active means inhibition above about 10%
SARS 3CLpro inh – SARS-CoV 3CLpro protease inhibition. P0C6X7. recombinant SARS-CoV 3CLpro, quenched FRET peptide cleavage. inhibition, % at 6 µM. 290,000 tested, 0.14% active; in the data active means inhibition above about 12%
PfHsp40 rescue – restores yeast growth despite PfHsp40 toxicity; growth rescue, % at 12.5 µM; 340,000 tested, 0.68% active; S. cerevisiae expressing PfHsp40, growth rescue, ATP luminescence; in the data active means growth rescue above about 28%, passing the limit was not always enough; inconclusive means no clear call, values can overlap the other calls;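 further: yeast W303a lacking pdr1 and pdr3 grown in galactose medium; growth measured after three days at 30 °C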
The depositor's hits bear a star; i = inactive; ? = inconclusive; . = no result given; & = joins results of further samples.

SMILES	BH1578 lux ind	Y pestis TopoI	SSB-PriA inh	Anthrax LF inh2	VHR inh abs	MazF activator	Rv3671c inh	TcdB GH inh	SARS 3CLpro inh	PfHsp40 rescue
CCOC(=O)CC1NC(=O)c2ccccc21 (stereo not drawn)	-11	7	-7	-2	11	5	7	.	-2	?
CCC(=O)c1ccc(OCC(=O)Nc2ccc(N3CCCCC3)cc2)cc1	i	1	-24	1	.	2	-6	1.9	.	0.2
O=C(NCc1cccs1)c1cc(C2CC2)on1	-0.8	-1	-8	-3	-2	-2	-2	0.2	-5	-1.3
COc1cccc(NC(=O)[C@@H](NC(=O)N2C[C@H]3C[C@@H](C2)c2cccc(=O)n2C3)C(C)C)c1	-0.4	2	.	-2	25	0	4	0.8	-2	1.2
CCSc1nc(-c2ccc(OC)cc2)cc(-c2ccccc2)c1C#N	i	1	-12	-6	-10	-6	0	2.8	-1	0.6
CCCCn1c(=O)[nH]c(=O)c2c1nc(-c1ccc(C#N)cc1)n2C1CCCC1	-0.3	2	8	-2	19	9	4	.	0	0.2
CCN(CC)S(=O)(=O)c1cc(NC(=O)COc2ccc(C#N)cc2OC)ccc1C	-0.4	16	-6	0	-7	0	4	0.6	-1	-0.1
O=C(COc1ccc(S(=O)(=O)N2CCOCC2)cc1Cl)NC1CCCCC1	i	38	-4	-2	-3	4	-5	1.0	-1	-0.5
Cc1ccc(C(=O)N/C(=C\c2ccc(F)cc2)C(=O)NCc2ccncc2)cc1	-0.7	1	1	-9	21	1	7	.	1	-0.5
O=C(c1cccc(S(=O)(=O)N2CCCC2)c1)N(Cc1ccco1)C1CCS(=O)(=O)C1 (stereo not drawn)	i	-4	-13	0	6	5	2	-0.2	5	1.6
CCCCCCN1C[C@H](n2cc(COC(=O)c3ccccc3)nn2)[C@@H](O)C[C@@H]1c1ccc(C)cc1	-0.2	3	.	-2	.	-15	.	0.3	.	.
CC(=O)c1ccc(NC(=S)NC(C)CCc2ccccc2)cc1 (stereo not drawn)	-0.5	3	-14	-2	13	-5	-3	0.1	7	8.6
Cn1cnc2c(SCc3ccccc3)ncnc21	i	8	-6	-13	.	9	.	0.7	.	-1.1
O=C(Cc1ccsc1)Nc1ccc(S(=O)(=O)C(F)F)cc1	-2.0	0	-10	4	11	12	7	2.0	2	-0.1
CC(On1nnc2ccc(S(=O)(=O)N3CCOCC3)cc21)C(=O)Nc1ccccc1F (stereo not drawn)	0.7	0	-2	.	.	2	1	1.2	.	0.1
Cc1ccc2nc(N(CCN(C)C)C(=O)c3ccc4ccccc4c3)sc2c1	i	22	24	-2	4	-6	-1	.	-2	2.1
CCC1(c2ccccc2)C(=O)N(COC)C(=O)N(COC)C1=O	0.4	-5	-7	-2	12	2	4	1.3	-7	0.0&-0.5
O=C(CSc1ccc2c(c1)OCCO2)Nc1ccc(Br)cc1	i	7	-5	-1	-12	4	0	.	4	10
COc1ccc(NC(=O)C(c2ccc(C)cc2)N(C)C(=O)c2ccc(=O)[nH]c2)cc1 (stereo not drawn)	i	-3	-3	0	-2	8	-6	.	-8	0.2
COc1ccc(CCN2CC(C(=O)NCC3(O)CCCCC3)CCC2=O)cc1 (stereo not drawn)	-0.1	0	-8	-3	10	0	-4	1.5	1	0.1

Pulled by compound from above:
SMILES	BH1578 lux ind	Y pestis TopoI	SSB-PriA inh	Anthrax LF inh2	VHR inh abs	MazF activator	Rv3671c inh	TcdB GH inh	SARS 3CLpro inh	PfHsp40 rescue
COc1ccc(CCN2CC(C(=O)NCC3(O)CCCCC3)CCC2=O)cc1 (stereo not drawn)	-0.1	0	-8	-3	10	0	-4	1.5	1	0.1
O=C(CSc1ccc2c(c1)OCCO2)Nc1ccc(Br)cc1	i	7	-5	-1	-12	4	0	.	4	10
Cc1ccc(C(=O)N/C(=C\c2ccc(F)cc2)C(=O)NCc2ccncc2)cc1	-0.7	1	1	-9	21	1	7	.	1	-0.5

Going on with the list:
SMILES	BH1578 lux ind	Y pestis TopoI	SSB-PriA inh	Anthrax LF inh2	VHR inh abs	MazF activator	Rv3671c inh	TcdB GH inh	SARS 3CLpro inh	PfHsp40 rescue
CCS(=O)(=O)c1ncc(CO)n1CCc1ccccc1	i	3	-26	-2	-10	7	2	0.8	-1	0.5
O=C(Nc1ccc(Cl)cn1)C1CCCN1S(=O)(=O)c1ccccc1 (stereo not drawn)	0.0	-1	-1	3	21	-8	0	.	0	0.8
O=S(=O)(Nc1nc2ccccc2nc1NCC1CCCO1)c1cc(Cl)ccc1Cl (stereo not drawn)	-0.7	19	1	-1	-18	3	9	0.5	3	0.6
CCOC(=O)CSc1cc(CSc2ccccc2)nc(-c2ccccc2)n1	i	32	-53	-2	13	-11	-1	.	-1	0.7
C/C(=N\NC(=O)c1ccc(COc2ccccc2)cc1)c1ccncc1	i	-3	.	-1	22	4	0	0.8	3	-1.1
CCCCNS(=O)(=O)c1ccc(NC(=O)C(Sc2ccccc2)c2ccccc2)cc1 (stereo not drawn)	-0.3	-1	-12	1	-10	0	-307	.	5	0.4
COc1cc2c(cc1OC)CN(CC(=O)Nc1ccccc1SC)CC2	-0.3	8	-4	-2	18	5	6	0.0	0	0.4
Oc1ccc(-c2csc(Nc3ccccn3)n2)c(O)c1	0.4	-6	17	.	22	18	-3	-0.7	1	11
Cc1ccccc1NC(=O)/C(C#N)=C\c1cc(C)n(-c2ccc(C(=O)O)cc2)c1C	-3.1	0	9	3	-9	0	8	2.4	4	-0.1
CC1(C(=O)N2CC3(CC(c4cccc(NC(=O)CC(c5ccccc5)c5ccccc5)c4)=NO3)C[C@@H]2C(N)=O)CC1 (stereo partly drawn)	-1.2	29	-1	12	-4	3	-9	1.2	.	0.5

Continued; the last four above are carried over.
SMILES	BH1578 lux ind	Y pestis TopoI	SSB-PriA inh	Anthrax LF inh2	VHR inh abs	MazF activator	Rv3671c inh	TcdB GH inh	SARS 3CLpro inh	PfHsp40 rescue
COc1cc2c(cc1OC)CN(CC(=O)Nc1ccccc1SC)CC2	-0.3	8	-4	-2	18	5	6	0.0	0	0.4
Oc1ccc(-c2csc(Nc3ccccn3)n2)c(O)c1	0.4	-6	17	.	22	18	-3	-0.7	1	11
Cc1ccccc1NC(=O)/C(C#N)=C\c1cc(C)n(-c2ccc(C(=O)O)cc2)c1C	-3.1	0	9	3	-9	0	8	2.4	4	-0.1
CC1(C(=O)N2CC3(CC(c4cccc(NC(=O)CC(c5ccccc5)c5ccccc5)c4)=NO3)C[C@@H]2C(N)=O)CC1 (stereo partly drawn)	-1.2	29	-1	12	-4	3	-9	1.2	.	0.5
CCOC(=O)C(C)Oc1ccc(C2NC(=O)NC(C)=C2C(=O)Nc2ccccc2C)cc1 (stereo not drawn)	7.1	-1	0	-1	-18	1	.	1.5	8	0.0
Cc1ccc(C(=O)Nc2cnc3sc(C)nn3c2=O)cc1	i	-2	7	2	8	3	-1	.	-2	-0.3
CCC(COC(=O)Nc1cccc(C)c1)NC(=O)OCC(C)C (stereo not drawn)	-0.1	-1	-15	-2	0	2	9	.	0	-0.5
CCOC(=O)COc1cc(-n2c(=S)[nH]c3cc(OC)c(OC)cc3c2=O)c(Cl)cc1Cl	3.6	-3	-9	-1	-7	14	-15	2.4	0	0.4
CC1(C(=O)NS(=O)(=O)c2cccs2)CCN1C(=O)C1(c2ccc(Cl)cc2)CC1 (stereo not drawn)	-0.7	9	.	-5	.	.	.	0.2	.	.
O=S1(=O)CCOC[C@H](Cc2ccccc2)N1Cc1ccc(F)cc1	i	-1	-13	-4	.	-1	-4	0.1	.	0.6
COc1ccccc1CNC(=O)COc1ccc2c(c1)CCC2	-0.4	5	-11	-3	-14	-1	4	1.5	2	-1.1
Cc1ccc(S(=O)(=O)c2nc(NCc3ccc4c(c3)OCO4)sc2Cl)cc1	-0.2	28	-12	1	10	-9	-17	.	3	0.7
COc1cccc(/C=C/C(=O)NCC2CCCCC2)c1	-0.1	12	-21	-1	22	-6	6	-0.4	-2	6.5
CC(CCc1ccccc1)NC(=O)COC(=O)C12CC3CC(CC(Br)(C3)C1)C2 (stereo not drawn)	-0.2	6	-42	0	10	-3	-12	.	-2	3.2

Complete entries, quoted from the list. Order of values: BH1578 lux ind | Y pestis TopoI | SSB-PriA inh | Anthrax LF inh2 | VHR inh abs | MazF activator | Rv3671c inh | TcdB GH inh | SARS 3CLpro inh | PfHsp40 rescue
CC(CCc1ccccc1)NC(=O)COC(=O)C12CC3CC(CC(Br)(C3)C1)C2 (stereo not drawn) is entered as -0.2 | 6 | -42 | 0 | 10 | -3 | -12 | . | -2 | 3.2
Cc1ccc(S(=O)(=O)c2nc(NCc3ccc4c(c3)OCO4)sc2Cl)cc1 is entered as -0.2 | 28 | -12 | 1 | 10 | -9 | -17 | . | 3 | 0.7

Next part:
SMILES	BH1578 lux ind	Y pestis TopoI	SSB-PriA inh	Anthrax LF inh2	VHR inh abs	MazF activator	Rv3671c inh	TcdB GH inh	SARS 3CLpro inh	PfHsp40 rescue
CC1(C(=O)NCC2CC2)CCN1C(=O)C/C=C/c1ccccc1 (stereo not drawn)	i	4	.	-3	.	.	.	0.4	.	.
Cc1cc([N+](=O)[O-])ccc1NCc1cccc([N+](=O)[O-])c1	i	-2	6	1	0	-3	-6	.	-2	1.5
O=S(=O)(Nc1ccc(S(=O)(=O)N2CCCC2)cc1)c1ccc(F)cc1	-0.4	1	-7	-1	32	-1	-2	1.4	1	-1.6
CC(C)Nc1ccc(C(CC(N)=O)NC(=O)Cc2ccc(Br)cc2)cc1[N+](=O)[O-] (stereo not drawn)	i	18	-10	-6	-17	-3	-17	1.1	.	-1.1
CCOC(=O)N/N=C\c1ccc(OC/C=C/c2ccccc2)cc1	i	16	.	4	19	-5	.	0.3	-1	0.1
COc1ccc(CCN2C(=O)NC(NS(=O)(=O)c3ccccc3)(C(F)(F)F)C2=O)cc1OC (stereo not drawn)	-0.4	9	-13	1	35	0	-1	-0.8	-3	-0.4
O=C(CCN1C(=O)c2cccc3cccc(c23)C1=O)N1CCN(c2ccccc2F)CC1	-0.8	1	-14	0	23	-2	-5	.	-2	1.0
O=C(Cc1cccs1)Nc1nc2ccccc2s1	.	-7	-9	3	22	-3	-7	.	6	3.5
C[C@H](CO)N1C[C@H](C)[C@H](CN(C)C(=O)Nc2ccc(C(F)(F)F)cc2)Oc2ncc(-c3cccnc3)cc2C1=O	i	15	.	-2	.	-4	.	3.7&5.6	.	.
CC1CN(C(=O)CNC(=O)Cc2cccc3ccccc23)CC(C)O1 (stereo not drawn)	-5.7	-4	-1	-3	.	-1	3	-2.2	.	-1.8
COC(=O)C1=C(C)OC(N)=C(C#N)C1c1c(C)nn(-c2ccccc2)c1Cl (stereo not drawn)	-0.3	-1	-9	-8	-2	3	-10	.	0	-0.3

Some of the compounds tested; count on the stated rates, not on these rows.
